RT RNaseH block: inhibitors of HIV-1 reverse transcriptase RNase H | AID 565 | 1.9% of 65,000 active | inhibition, % at 10 µM | RT-RNase H RNA/DNA duplex cleavage, fluorescence; in the data active = inhibition above about 50%
RmlCD inh mix: mixture blocks RmlC and RmlD coupled enzyme activity; 0.39% of 110,000 active; inhibition, % at 5.5 µM; RmlC/RmlD coupled enzyme inhibition, 384-well mixture HTS; in the data active = inhibition above about 30%, passing the limit was not always enough; inconclusive = no clear call, values can overlap the other calls; note: strong numbers were not always called active
Active calls of the source: *; i = inactive; ? = inconclusive; . = not tested or not shown. Some of the compounds tested (hit frequency here may not be typical).

Each structure is followed by: RT RNaseH block, RmlCD inh mix
CCOc1ccc(C(=O)NCCN(C)C)cc1
  -9, 9
CC(C)OC(=O)CN1C(=O)c2ccccc2C1=O
  -22, 4
CCc1ccc(C(=O)NC(C(=O)O)C(C)C)cc1 (stereo unspecified)
  ., i
CCOC(=O)CSc1nc2ccccc2c(=O)n1C
  -30, -14
Cn1c(=O)[nH]c(=O)c2c1nc(SCCN1CCOCC1)n2CCCc1ccccc1
  -12, 4
O=C(CN1CCN(C(=O)c2ccccc2)CC1)Nc1ncc(Br)cc1Br
  -2, -2
CN(C)c1ccc(C(C(=O)NC(C)(C)C)N(C(=O)c2csnn2)C2CC2)cc1 (stereo unspecified)
  4, -15
COc1ccc(OC)c(NC(=O)C2CC(=O)n3ncnc3N2)c1 (stereo unspecified)
  1, -10
CCSc1nc(C)cc(C)c1S(=O)(=O)c1ccccc1C
  ., 2
CCNC(=S)N1CC(C)OC(C)C1 (stereo unspecified)
  ., 5
CCCOc1ccc(N2C(=O)C3C(C(C)C)NC4(C(=O)c5ccccc5C4=O)C3C2=O)cc1 (stereo unspecified)
  ., 15
O=C(O)c1ccc(COc2cccc(CO)c2)cc1
  -10, -10
CSc1ccc(Cn2nnc(C(=O)Nc3ccc(C)c(C)c3)c2N)cc1
  ., 5
CCOC(=O)N1CCC(N(CCOC)C(=O)Nc2ccc(Cl)cc2)CC1
  5, .
O=C(NC(c1ccccc1)c1ccccc1)c1ccc(S(=O)(=O)C(F)F)cc1
  ., 4
O=C(CCn1cnc2ccccc2c1=O)Nc1nc2c(s1)CCCC2
  -21, 13
CCOC(=O)c1cc(NC(=O)Nc2ccccc2OC)c(C)nc1C
  ., 5
CCCOc1ccc(-c2nc(C#N)c(N3CCN(C)CC3)o2)cc1
  5, 3
O=S(=O)(NC1CCCC1)c1ccc(S(=O)(=O)N2CCCN(Cc3ccccc3)C2)cc1
  2, 9
COc1ccc(S(=O)(=O)NCCc2cn3cccc(C)c3n2)cc1OC
  ., 2
Cc1ccc(S(=O)(=O)NCCCCCC(=O)Nc2ccccn2)cc1
  ., 7
CCc1c(C)nc(N2CCN(Cc3ccccc3)CC2)[nH]c1=O
  -6, 6
Cc1cccc(C)c1OC(=O)CSc1nnc(-c2ccccc2O)o1
  ., -32
CCC(C)NC(=O)C1(C)CCC(=O)N1CCc1ccc(OC)c(OC)c1 (stereo unspecified)
  -8, 8
COc1ccc(CNC(=O)C(c2ccco2)N(C(=O)c2csnn2)c2cccc(C)c2C)cc1 (stereo unspecified)
  ., 7
O=C1CN(C(=O)CSc2nncn2-c2ccccc2)c2ccccc2N1
  -8, -3
COC(=O)CSc1nnc(CNC(=O)c2cccs2)n1-c1cccc(C)c1
  -5, -8
C/C(=N\NC(=O)CNc1ccccc1Cl)C(C)(C)C
  ., -13
O=C(OCn1nnc2ccccc2c1=O)c1cc2ccccc2o1
  -14, 9
CC(=O)C1C(c2ccc(C)cc2)c2c(n[nH]c2C)CC1(C)O (stereo unspecified)
  ., -8
N#Cc1c(N)c(C(=O)c2ccccc2)n2c1CCCC2
  -16, -5
Cc1ccc(CC(=O)N2CC(C)OC(C)C2)cc1 (stereo unspecified)
  ., 3
COc1cc(C)c(S(=O)(=O)Nc2ccccc2F)cc1C
  -38, -5
CSc1nc(-c2ccco2)nn1C(=O)c1ccc(C)cc1
  -40, 5
COc1ccc(S(=O)(=O)NCC(c2cccnc2)N2CCN(C)CC2)cc1C (stereo unspecified)
  -9, 0
COc1ccc(-c2cnnn2-c2ccc(N)cc2)cc1OC
  -2, -6
CC(C(=O)Nc1cccnc1)N1C(=O)c2ccccc2C1=O (stereo unspecified)
  -4, -7
COCCn1cc(C(=O)NCCCN2CCC(C)CC2)c2c3ccccc3n(C)c2c1=O
  -3, -1
NCCCCCc1nnc(SCc2cccc(Cl)c2)o1
  -9, -3
O=C1[C@H]2[C@H](C=CC[C@H]2C(=O)N2CCN(c3ccccc3)CC2)CCN1Cc1ccccc1
  ., -10

In another format: 2 of the compounds above.
O=C(CCn1cnc2ccccc2c1=O)Nc1nc2c(s1)CCCC2
  RT RNaseH block: -21
  RmlCD inh mix: 13
CCOC(=O)c1cc(NC(=O)Nc2ccccc2OC)c(C)nc1C
  RT RNaseH block: .
  RmlCD inh mix: 5

Of the compounds above, these have an NH in an aromatic ring:
Each structure is followed by: RT RNaseH block, RmlCD inh mix
Cn1c(=O)[nH]c(=O)c2c1nc(SCCN1CCOCC1)n2CCCc1ccccc1
  -12, 4
CCc1c(C)nc(N2CCN(Cc3ccccc3)CC2)[nH]c1=O
  -6, 6
CC(=O)C1C(c2ccc(C)cc2)c2c(n[nH]c2C)CC1(C)O (stereo unspecified)
  ., -8

Additional records:
Each structure is followed by: RT RNaseH block, RmlCD inh mix
O=C(NCc1ccco1)Nc1ccccc1Cl
  -12, -9
COc1ccc(NC(C)=O)c2nc(C)c(C)nc12
  -7, -15
O=C(OCCNc1ncc(C(F)(F)F)cc1Cl)c1ccc(S(=O)(=O)N2CCOCC2)cc1
  -2, -14
CN(C(=O)c1ccc2c(c1)C(=O)N(CCC1=CCCCC1)C2=O)C1CCCCC1
  ., -10
CC(=O)Oc1ccc2c(c1)cc(C)n2C
  ., -11
CCOc1ccccc1NC(=O)CN(c1cc(C)cc(C)c1)S(=O)(=O)c1c(C)noc1C
  -3, 57
CC(=O)OC[C@H]1O[C@@H](n2ccc(=O)[nH]c2=S)C(OC(C)=O)C1OC(C)=O (stereo partly specified)
  -12, -8
CCC(C)C(=O)Nc1nc(C)c(-c2csc(Nc3cc(Cl)ccc3OC)n2)s1 (stereo unspecified)
  ., -22
Cc1cccc(NC(=O)c2nc(-c3ccccc3)n(-c3ccccc3)n2)c1C
  ., 8
CS(=O)(=O)N1CCN(c2ccccc2NC(=O)CSc2ccc(Cl)cc2)CC1
  2, 6
CC(=O)Nc1ccc(S(=O)(=O)Nc2cccc(-c3nc4ccccc4o3)c2)cc1
  ., -13
CCOC(=O)c1c(NC(=O)CSc2nc3ccccc3o2)sc(C)c1C
  ., 9
Cn1cnnc1SCc1cccc(Br)c1
  ., -14
Cc1ccc(S(=O)(=O)N2CCN(C(=O)C3COc4ccccc4O3)CC2)cc1C (stereo unspecified)
  -17, -7
Cc1cc(C)c2nc(Cl)c(CN(Cc3ccco3)C(=O)Nc3ccccc3C)cc2c1
  ., -5
CC(C)CN(Cc1c(O)ccc2c3c(c(=O)oc12)CCC3)CC(C)C
  ., 95*
O=C(c1ccc(Br)o1)N1CCN(Cc2ccc3c(c2)OCO3)CC1
  -5, -12
CC(NCc1ccc(Cl)c(Cl)c1)C(O)c1ccccc1 (stereo unspecified)
  ., -10
CCOC(=O)C1=C(N)N2C(=O)C(C)SC2=C(C(=O)OCC)C1c1ccccc1 (stereo unspecified)
  11, -16
O=C(NC(C(=O)N1CCCC1C(=O)O)=C1CCCCC1)c1ccccc1 (stereo unspecified)
  -9, -3
Cc1ccc2[nH]c(=O)c(CNC(C)(C)C)cc2c1
  -13, -7
Nc1nnc(CSCc2ccc(F)cc2)s1
  74*, 11
Cc1nn2c(NCCCN(C)C)c3c(nc2c1-c1ccccc1)CCC3
  ., 5
Cc1[nH]c(=O)cc2ccccc12
  -28, .
CCc1ccccc1NC1=NCC(=O)N1Cc1ccccc1
  -30, 4
COC(=O)CCCC1=CC2=C(c3ccccc3)C(=O)C(C)(OC(=O)C3CCCC3)C(=O)C2=CN1CC1CC1 (stereo unspecified)
  ., -28
O=C(COC(=O)c1cccs1)NCCN1C(=O)CSC1=O
  -67, 5
COc1ccccc1N1CCN(C(=O)C2CCN(S(=O)(=O)c3ccccc3)CC2)CC1
  0, ?
CCCN1CCCc2cc(CN(CCCN3CCOCC3)C(=O)Nc3ccc(OCC)cc3)ccc21
  ., -9
NC(=O)CC(NC(=O)Cc1ccc(Cl)cc1)c1ccc(NCCc2ccccc2F)c([N+](=O)[O-])c1 (stereo unspecified)
  ., -9
N#Cc1c2n(c3c(=O)n(Cc4ccc(Cl)cc4)cnc13)CCCCC2
  -37, 10
Cc1cc(NC(=O)CSc2nnc(-c3c[nH]c4ccccc34)n2-c2ccc(F)cc2)no1
  ., -32
CN(C)c1cccc(C(=O)OCC(=O)NCc2ccco2)c1
  -8, 6
COc1ccc(C2C3=C(CCCC3=O)Nc3nc(-c4cc(OC)c(OC)c(OC)c4)nn32)cc1OC (stereo unspecified)
  14, 3
CN1CCC(OC(=O)COc2ccc(C(C)(C)C)cc2)CC1
  1, .
CC(=O)OC1CCC2C3CCC4=CC(=O)CCC4(C)C3CCC2(C)[C@]1(C)O (stereo partly specified)
  ., -18
COC(=O)c1ccc(CNC(=O)CSc2nc3sc(C)c(C)c3c(=O)n2C)o1
  -7, 5
CCC(C(=O)OC)n1cnc2c(nnn2-c2cccc(Cl)c2)c1=O (stereo unspecified)
  -7, -16
COc1ccc(N(Cc2cc3cccc(C)c3[nH]c2=O)S(C)(=O)=O)cc1
  ., 1
COc1cc(OC)cc(-c2nc3cc(C)ccc3o2)c1
  -15, 3

Compound profiles, from the list above:
Entry for Cc1ccc2[nH]c(=O)c(CNC(C)(C)C)cc2c1 → RT RNaseH block = -13; RmlCD inh mix = -7
Entry for CCc1ccccc1NC1=NCC(=O)N1Cc1ccccc1 → RT RNaseH block = -30; RmlCD inh mix = 4
Entry for Cc1cc(NC(=O)CSc2nnc(-c3c[nH]c4ccccc34)n2-c2ccc(F)cc2)no1 → RT RNaseH block = .; RmlCD inh mix = -32

The list continues:
Each structure is followed by: RT RNaseH block, RmlCD inh mix
Cc1cc(C(=O)OCC(=O)N2CCCC2)c2ccccc2n1
  ., -6
Cc1nc2ccccc2c2nc3ccccc3n12
  -32, 1
O=C(Nc1ccc(F)cc1)N1CCN(C/C=C/c2ccccc2)CC1
  -2, 0
COC(=O)C1CCN(C(=O)c2sc3nc(-c4ccccc4)cn3c2C)CC1
  -6, -14
Cc1ccc(OCC(=O)Nc2cccc3nsnc23)c(C)c1
  ., -46
Cc1cnc(NC(=O)C2CCCO2)s1 (stereo unspecified)
  -2, 8
CC1CN(Cc2ccccc2)c2nc3c(c(=O)n(C)c(=O)n3C)n2C1 (stereo unspecified)
  ., -11
Cc1cccc(C(=O)O)c1NC(=O)c1ccc(F)cc1
  4, -14
Nc1ccc2c(c1)CCC2=O
  -4, 13
Cc1cc2c(ncn2Cc2ccccc2)c([N+](=O)[O-])c1C
  ., 5
CCC(=O)Nc1ccc(S(=O)(=O)N2CCc3ccccc3C2)cc1
  -9, -14
FC(F)(F)c1nc2ccccc2n2c(-c3ccc(Cl)cc3Cl)nnc12
  ., -1
O=C(CS(=O)(=O)c1cn(Cc2cccc(F)c2)c2ccccc12)N1CCCCC1
  -3, -7
NC(=O)Cc1c[nH]c2cccc(O)c12
  -4, -12
COC(CNC(=O)CCc1c(C)nc2c(-c3ccc(F)cc3)c(C)nn2c1C)OC
  ., -9
COc1cc(/C=C(\C#N)c2nc3ccccc3[nH]2)ccc1Oc1ccc([N+](=O)[O-])cn1
  ., -14
Cc1cc(C)c2nc(Nc3nc(C)cc(=O)[nH]3)nc(C)c2c1
  -41, .
COc1ccc(N(CC(=O)Nc2cccc(SC)c2)S(C)(=O)=O)cc1
  -1, -9
Cc1ccc(C(=O)Nc2ccc(CC(=O)O)cc2)o1
  ., 6
CCOC(=O)N1CCN(CC(O)COCC2=CCC3CC2C3(C)C)CC1 (stereo unspecified)
  6, 12
CCCCC(=O)Nc1ccc(C(=O)Nc2cccnc2)cc1
  ., -3
O=C(O)COc1ccc2occ(C(=O)c3ccccc3)c2c1
  -6, 1
Cc1cccc(N2CCN(C(=O)c3cc4c(=O)[nH]c5ccccc5c4n3C)CC2)c1C
  8, -10
Cc1ccc(-n2nc3c([n+]2[O-])CCc2c-3no[n+]2[O-])cc1
  -3, -9
O=C(N/N=C/c1ccccc1F)c1csc2c1CCCC2
  ., -13
CC1(C)N=C2C(=[N+]1[O-])CCC/C2=N\O
  -3, 7
O=C(CN1CCN(Cc2cccc(Cl)c2)C1=O)NCc1ccccn1
  ., 3
O=C(Cn1[nH]c(=O)c2ccccc2c1=O)Nc1ccc2c(c1)CCC2
  -2, 4
NC(=O)C1(NC(=O)[C@@H]2CC3(CC(c4cccc(NC(=O)[C@@H]5CCC(=O)N5)c4)=NO3)CN2C(=O)c2cnccn2)CC1 (stereo partly specified)
  ., -10
c1coc(CNc2c3c(nc4ncnn24)CCCC3)c1
  -12, 0
CCCC(NC(=O)CNC(=O)C(C)(C)C)C(=O)O (stereo unspecified)
  -1, -6
COC(=O)Cc1c(C)nc2nc(-c3ccc(OC)cc3)[nH]n2c1=O
  1, -18
CC(C)=CC(=O)OCC(=O)Nc1ccc(F)cc1Cl
  -8, 12
COCCn1c(C)cc(C(=O)CSc2nnc3ccccn23)c1C
  31, -14
COc1cc2[nH]c(=S)n(N(C(C)=O)C(C)=O)c(=O)c2cc1OC
  ., 6
Cc1ccc2c(c1)N(CC(=O)N1CCc3ccccc3C1)C(=O)CO2
  -3, -32
O=C(NCc1ccccc1F)C1CCCN1C(=O)NC1CCCCC1 (stereo unspecified)
  ., 9
O=C(NC(NC(=S)Nc1cccc(Cl)c1)C(Cl)(Cl)Cl)OCc1ccccc1 (stereo unspecified)
  ., 0
O=C1C2CC=C(Cl)CC2C(=O)N1CCc1ccccc1 (stereo unspecified)
  -3, -5
Cc1ccc(OCC(=O)N2CCN(C)CC2)c(Br)c1
  -9, 45
CCn1nccc1C(=O)Nc1ccc(Cl)c(Cl)c1
  ., -4
CCCNS(=O)(=O)c1ccc(CCC(=O)N2CCC(C)CC2)cc1
  4, -1
COc1ccc(OC)c(N2Cc3ccccc3C2)c1
  ., 8
COc1ccccc1CNC(=O)C1CCCN1S(=O)(=O)c1cccc2cccnc12 (stereo unspecified)
  -24, 8
COc1cc(C=O)ccc1Oc1nnnn1-c1ccc(C(N)=O)cc1
  ., -12

Screening results: PubChem BioAssay, several laboratories
